# N370S GC mod: inhibits or activates N370S mutant glucocerebrosidase; P04062; AID 2101; 330,000 tested, 0.092% active; N370S GC spleen homogenate, 4MU-glucoside fluorescence; Potency, µM (titrated, usually from 59.4 µM), without a hit: at the highest dose activity change, negative = inhibition, actives largely listed as inhibitors; active means well fitted inhibition curve with a large enough effect; inconclusive means small, poorly fitted or top-dose-only effect, or effect the other way, or another doubt; inactive means no such curve, though single readings can be large or run the other way;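 further: 0% = full enzyme activity and -100% = no enzyme basal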
# An asterisk follows results filed as active; ? = inconclusive; & = joins results of further samples; [ ] = remark or other dose. Potency means the concentration at half of the fitted maximal effect.
canonical_smiles	N370S GC mod
CCC/C=C(\CCC)C(NC(=O)c1ccc(C(F)(F)F)cc1)c1ccc(C(F)(F)F)cc1 (stereo not given)	1.1%
Fc1ccc(Cl)cc1-c1nc(Nc2ccncc2)c2nccnc2n1	-3.9%
COC(=O)c1[nH]c(C)c(/C(O)=C2\C(=O)C(=O)N(CCN(C)C)C2c2ccc(OC)cc2)c1C (stereo not given)	1.3%
CC(N)=NCCCC(N)C(=O)O (stereo not given)	-0.4%
CC(=O)c1ccc(NC(=S)N2C(C)CCCC2C)cc1 (stereo not given)	0.9%
Cc1cc(NC(=O)CSc2ccc(-c3ccc4c(c3)OCO4)nn2)no1	6.4%
COC(=O)c1cc(OC)c(OC)cc1NC(=O)c1cnccn1	-10.2%
CC1=NN(c2ccc(C(=O)O)cc2)C(=O)/C1=C/c1ccc(-c2ccccc2F)o1	-5.3%
C=CCC1(c2ccccc2)Oc2ccc(C)cc2-c2nc3cc(Cl)c(Cl)cc3nc21 (stereo not given)	4.7%[12.8 µM]
Cc1nc(SCc2ccccc2F)c2cnn(-c3ccccc3)c2n1	-8.4%
COc1ccc(OC)c(NC(=O)CSc2nc3ccccc3c3nc4ccccc4n23)c1	6.3%
COc1ccc(C2/C=C\C(c3ccc(OC)cc3)N(Cc3ccc(F)cc3)C(=O)C(=O)N2Cc2ccc(F)cc2)cc1 (stereo not given)	-17.2%
CCc1ccc2nc3sc(C(=O)N4CCc5ccccc54)c(N)c3cc2c1	?
COC(=O)c1ccc(C(NC(=O)OCc2ccccc2)/C(F)=C/[C@@H](C)C(=O)NCc2nc3ccccc3s2)cc1 (stereo not given in full)	-0.9%
CCOC(=O)c1cnn(-c2nc3sc4c(c3c(=O)[nH]2)CCCC4)c1N	-4.0%
COC(=O)c1nnc(N[C@@H](Cc2c[nH]c3ccccc23)C(=O)OC)nc1C(=O)OC	-6.3%

# Three entries from above in another layout.
canonical_smiles: Cc1nc(SCc2ccccc2F)c2cnn(-c3ccccc3)c2n1
  N370S GC mod: -8.4%

canonical_smiles: COc1ccc(OC)c(NC(=O)CSc2nc3ccccc3c3nc4ccccc4n23)c1
  N370S GC mod: 6.3%

canonical_smiles: COc1ccc(C2/C=C\C(c3ccc(OC)cc3)N(Cc3ccc(F)cc3)C(=O)C(=O)N2Cc2ccc(F)cc2)cc1 (stereo not given)
  N370S GC mod: -17.2%

# (more compounds)
canonical_smiles	N370S GC mod
O=C(/C=C/c1ccc2c(c1)OCO2)Nc1nc(-c2ccc(F)cc2)cs1	-3.9%
CC(C)C(=O)c1cc2c(cc1NC(=O)Nc1cccc3ccccc13)OCCO2	-7.0%
C=CCC(C)(O)c1ccsc1 (stereo not given)	-3.7%
C=CCNC1=C2C[C@@H](C)C[C@H](OC)[C@H](O)[C@@H](C)/C=C(\C)[C@H](OC(N)=O)[C@@H](OC)/C=C/C=C(\C)C(=O)NC(=CC1=O)C2=O	-10.6%[12.8 µM]
COC(=O)C1=C(C(=O)OC)[C@@H]2N(C)c3ccccc3[C@@]23C[C@@H](C(=O)OC)N(S(=O)(=O)c2ccc(OC)cc2)C3=N1	0.9%[12.8 µM]
CCOc1ccc(NC(=O)c2c(NC(=O)CN3CCN(C)CC3)sc3c2CCC3)cc1	-3.4%
CCOC(=O)CC(CC(C)=O)C(=O)OCC (stereo not given)	9.3%
O=c1c2ccccc2nc2c3ccccc3c(Cl)nn12	3.8%

# 5 entries from above, with the structure last:
N370S GC mod,Compound
-6.3%,COC(=O)c1nnc(N[C@@H](Cc2c[nH]c3ccccc23)C(=O)OC)nc1C(=O)OC
-3.9%,O=C(/C=C/c1ccc2c(c1)OCO2)Nc1nc(-c2ccc(F)cc2)cs1
-7.0%,CC(C)C(=O)c1cc2c(cc1NC(=O)Nc1cccc3ccccc13)OCCO2
-3.7%,C=CCC(C)(O)c1ccsc1 (stereo not given)
-10.6%[12.8 µM],C=CCNC1=C2C[C@@H](C)C[C@H](OC)[C@H](O)[C@@H](C)/C=C(\C)[C@H](OC(N)=O)[C@@H](OC)/C=C/C=C(\C)C(=O)NC(=CC1=O)C2=O

# (continued)
canonical_smiles	N370S GC mod
Cc1cc(C)c2c(n1)nn1c(NCCCn3ccnc3)cc(C)nc21	?
O=c1[nH]c(=O)n(Cc2ccc(Oc3ccccc3)cc2)cc1Br	1.9%
Cc1nc(C)c(/C(O)=C/c2nc3ccc([N+](=O)[O-])cc3oc2=O)o1	0.6%
CCOC(=O)C12CC1/C(=N/O)c1ccccc1O2 (stereo not given)	0.0%
COc1ccc(C)cc1NC(=S)NC12CN3CN(CN(C3)C1)C2	10.4%
CCc1nnc(NC(=O)c2c(O)c3cccc4c3n(c2=O)CC4)s1	-10.5%
CN(Cc1cc([N+](=O)[O-])c2cccnc2c1O)C1CCCCC1	5.4%
C=CC1=C2C=C(C3CC3)N(C3CCCCC3)C=C2C(=O)C(C)(OC(=O)c2ccco2)C1=O (stereo not given)	-6.1%[12.8 µM]
O=C1C([N+](=O)[O-])=C(O)c2cccc3cccc1c23	3.7%
COc1ccc([C@]23Cc4ccccc4C(O2)c2c(cc(C)n(Cc4ccccc4)c2=O)O3)cc1	2.8%[12.8 µM]
CC(C)Cc1nc(N2CCN(C(=O)Cc3ccccc3)CC2)c(C#N)c2c1COC(C)(C)C2	-4.7%
CC(=O)Nc1cccc(NC(=O)CSc2nnnn2C)c1	-6.8%
C=C(C)[C@H]1CC[C@]2(CO)CC[C@]3(C)[C@@H](CC[C@H]4[C@@]5(C)CC[C@@H](O)C(C)(C)[C@@H]5CC[C@@]43C)[C@H]12	12.2%[21.6 µM]
CCCCC/C=C\C=C\C(O)CCCCCCCC(=O)O (stereo not given)	3.8%
O=C(O)c1ccc2cc(-c3ccc(O)c(C45CC6CC(CC(C6)C4)C5)c3)ccc2c1	6.4%
CCCCC[C@H](CC(=O)NO)C(=O)N[C@H](C(=O)N1CCC[C@H]1CO)C(C)C	2.2%
O=C1C2=CC[C@H]3C(=O)N(c4cccc(Oc5ccccc5)c4)C(=O)[C@@H]3[C@@H]2[C@H](O)[C@@H]2O[C@H]12	0.4%[12.8 µM]
C[C@H](NC(=O)[C@@H]1C[C@H]1[C@@H](NC(=O)OCc1ccccc1)c1ccccc1)c1ccccc1	-1.9%
Cc1nc(SCn2nnc3ccccc3c2=O)c2c(C)c(C)sc2n1	0.4%
CO[C@@H](CCOCc1ccccc1)C[C@H]1O[C@H](C(=O)OC(C)C)C=C[C@@H]1C	4.8%
C/C(CC(=O)Nc1cc(C)ccn1)=N\NC(=O)COc1cccc(C)c1	-1.1%
COc1cccc(CCc2ccccc2OCC[C@@H]2C[C@@H](O)CN2C)c1	-27.6%
CC#CCN1c2ccccc2[C@]23C[C@@H](C(=O)OC)N(S(=O)(=O)c4ccc(C(F)(F)F)cc4)C2=NC(C(=O)OC)=C(C(=O)OC)[C@H]13	12.5%[12.8 µM]
CC(C)(C)C(=O)C1C(=O)c2ccccc2C1=O	14.4%

# The results go on.
molecule,N370S GC mod
COC(=O)N1[C@H](C)C=C[C@]1(Cc1ccccc1)C(=O)NCc1ccc(N(C)C)cc1,-7.4%
CCOC(=O)C(NC(C)=O)(N1CCOCC1)C(F)(F)F (stereo not given),-4.4%
O=C(Nc1ccc(-c2nnn(CC(=O)N3CCN(C(=O)c4ccco4)CC3)n2)cc1)c1ccccc1F,3.8%
COc1ccc(Cn2c3nc4ccccc4nc3c3c(=O)n(Cc4ccco4)c(C)nc32)cc1,-19.4%
COc1ccc2[nH]c(=O)c(CN(C(=O)C3CCCO3)c3cccc(C)c3)cc2c1 (stereo not given),1.8%
O=C1C=C[C@@H](O)[C@H]2[C@@H]3C(=O)N(C4CCCCC4)C(=O)[C@@H]3CC[C@H]12,3.5%[12.8 µM]
Cc1ccc(C(=O)NC2CCCc3c2cnn3-c2ccc(F)cc2F)cn1 (stereo not given),-4.8%
COc1ccccc1-c1nc(SCC(=O)NCC2CCCO2)c2c(=O)n(C)c(=O)n(C)c2n1 (stereo not given),7.8%
CCCCCN(CCCCC)C(=O)[C@H](CCC(=O)O)NC(=O)c1ccc(Cl)c(Cl)c1,-0.4%[21.6 µM]
CO[C@H]1COC(=O)[C@H](C)NC(=O)[C@@H](C)COC(=O)[C@H]2CCCN2C(=O)C/C=C\[C@H]1C,0.2%[12.8 µM]
NCCCC[C@H](NC(=O)[C@@H]1CCCN1C(=O)[C@H](CO)NC(=O)[C@H](CC(=O)O)NC(=O)CNC(=O)[C@H](CCCN=C(N)N)NC(=O)CN)C(=O)O,-6.9%
CC1=CC(=C2C=CC(=O)C=C2)C=C(C)N1C,-27.2%
Clc1ccc(-c2nn3c(-c4ccccn4)nnc3s2)c(Cl)c1,2.2%
COC(=O)[C@@]1(Cc2ccc(OC)cc2)[C@H]2c3cc(C(=O)N4CCCC4)n(CCc4ccccn4)c3C[C@H]2CN1C(=O)c1ccccc1,-13.7%
CCNC(=O)[C@H]1O[C@@H](n2cnc3c(N)nc(NCCc4ccc(CCC(=O)O)cc4)nc32)[C@H](O)[C@H]1O,-6.1%
COC(=O)CCCC1=CC2=CC(=O)C(C)(OC(=O)c3cnc4ccccc4n3)C(=O)C2=CO1 (stereo not given),-2.4%
CCCN(CCC)C(=O)SCC,-3.5%
O=C(COC(=O)/C=C/c1ccc(Br)o1)Nc1ccccc1F,0.4%
CCC(=O)CC(NC(=O)OC)c1ccccc1 (stereo not given),-3.4%[12.8 µM]
COC(=O)C1=C(C)N(Cc2ccco2)C(=O)N[C@H]1c1ccc(Br)cc1,-3.7%&21.0%
COc1ccc2c(c1)O[C@@H](c1ccc3c(c1)OCO3)[C@H](OC(=O)NC1CCCC1)C2=O,4.9%
C/C=C\C1=C(CO)[C@H](O)[C@H]2O[C@H]2[C@H]1O,0.5%[12.8 µM]
C[Si](C)(C)C#Cc1ccccc1NC(=S)Nc1ccccc1,4.3%
O=C(/C=C/c1ccccc1)NC1CC2CCCC(C1)N2Cc1ccccc1 (stereo not given),6.2%
O=C(/C=C\c1ccc2c(c1)OCO2)Nc1nnc(SCC(=O)OCc2ccccc2)s1,2.3%
CN1CCc2c(sc(NC(=O)c3cc4cc([N+](=O)[O-])ccc4s3)c2C(N)=O)C1,-8.3%
O=C(Nc1nnc(-c2ccccc2)s1)c1ccc(Cl)c(S(=O)(=O)N2CCOCC2)c1,-4.5%
O=C1CCCC2=C1C1O[C@](c3ccsc3)(Cc3c1ccc1ccccc31)O2,-3.9%[12.8 µM]
COCCNC(=O)[C@@]1(Cc2ccccc2)C=C[C@@H](C)N1C(=O)OC,-20.7%
CCCCn1c(=O)[nH]c(=O)c2c1nc(-c1ccc(CC)c([N+](=O)[O-])c1)n2C,13.9%
COC(=O)CCC(=O)OC1(C)C(=O)C2=CN(CC(C)C)C(c3ccc(OC)cc3)=CC2=C(Br)C1=O (stereo not given),-5.3%[12.8 µM]
c1ccc2c(c1)-c1cccc3c1c-2cc1ccccc13,6.5%
COC(=O)c1ccc(C(NC(=O)OCc2ccccc2)/C(=C/[C@@H](C)C(=O)NCc2ccc(C)o2)c2cccnc2)cc1 (stereo not given in full),-2.0%
COc1cc(OC)c(-c2nnc3n(CCc4ccccc4)c(=O)c4ccccc4n23)cc1OC,-6.1%
C/C(=N/O)c1ccc(N2C(=O)C3C4C=CC(C3C2=O)C2C3C(=O)N(c5ccc(/C(C)=N/O)cc5)C(=O)C3C42)cc1 (stereo not given),-20.4%
O=C(O)c1cc(-c2ccccc2)nc2nc(N3CCCCC3)sc12,?
CC(=O)N[C@@H](C)c1nc2ccccc2n1CCNC(=O)[C@H]1CCCN1c1nc(CN2CCCCC2)cs1,7.0%
COCCN1C(=O)N[C@H](c2cccc(C(F)(F)F)c2)C(C(=O)OC)=C1C,3.0%&-7.4%
CCOC(=O)c1cc(-c2ccc(C)c([N+](=O)[O-])c2)nc2c1c(=O)n(C)c(=O)n2C,-15.7%
CCOC(=O)N1CCN(C(=O)CSc2nnc(-c3ccc(Cl)s3)o2)CC1,7.8%
CC(C)[C@H](NC(=O)[C@H](CC(=O)O)NC(=O)CNC(=O)[C@@H](N)CCCN=C(N)N)C(=O)O,-8.0%
COC(=O)CCC(=O)OC1(C)C(=O)C2=CN(C(CO)CO)C(c3ccc(OC)cc3)=CC2=C(Br)C1=O (stereo not given),-0.5%[12.8 µM]
COc1cc([N+](=O)[O-])ccc1-c1ccc(/C=N/NC(=O)c2ccccc2O)o1,-2.4%
CCOC(=O)N1CCC(NC(=O)c2ccc3nc4ccccc4c(=O)n3c2)CC1,-4.7%
[O-][n+]1c2c(nc3c1-c1ccccc1C3O)CCCC2 (stereo not given),-13.8%
O=Nc1ccc(Nc2ccccc2)cc1,-22.8%
O=C(Nc1ccc(C2=NCCN2)cc1)c1ccc(Cl)c(C(=O)Nc2ccc(C3=NCCN3)cc2)c1,-7.1%
Cc1cc2c(cc1Cl)C(c1ccccc1C)CC(=O)O2 (stereo not given),8.0%[89.1 µM]
CC(=O)Nc1nc2c(ncn2COCCOC(C)=O)c(=O)[nH]1,5.6%
COC(=O)c1ccc(C23CC4(C2)[C@H](CN(Cc2ccc(C(F)(F)F)cc2)[C@@H]4c2ccccc2)C3c2ccc(C(F)(F)F)cc2)cc1 (stereo not given in full),-2.6%&-12.1%

# Continuation:
molecule,N370S GC mod
O=C(O)c1ccc2c(c1)C(=O)N([C@H](Cc1ccc3ccccc3c1)C(=O)O)C2=O,-8.4%
COc1cc2c(cc1OC)C1O[C@](c3ccsc3)(C2)Oc2cc(-c3ccccc3)oc(=O)c21,4.4%[12.8 µM]
CCn1cnc2sc(C)c(C)c2c1=O,13.8%
CCc1nc(SCC(=O)N2CCC(Cc3ccccc3)CC2)c2c(=O)n(C)c(=O)n(C)c2n1,2.5%
Cc1cc(NC(=O)CSc2ncnc3sc4c(c23)CCC(C)C4)no1 (stereo not given),5.1%
C[C@]12C[C@@](C)(C=C1/C=C/c1ccccc1)C(=O)C[C@H]2c1ccccc1,-3.0%

# From PubChem BioAssay

# A portion of the library, so the mix of outcomes need not match the whole.
